GASC1 inh = KDM4C (human) demethylase inhibition. Q9H3R0. GST-KDM4C 2-372, H3K9me3 peptide, LANCE TR-FRET. inhibition, % at 12.5 µM. actives 0.15% (n = 96,000). AID 720574;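 active means mean replicate inhibition above about 25%, with at least 55% of replicates also reaching it, limit read from the data, passing the limit was not always enough; inconclusive means only one of those two conditions met; inactive means neither condition met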
Target sequence (Q9H3R0 2-372 limits assumed): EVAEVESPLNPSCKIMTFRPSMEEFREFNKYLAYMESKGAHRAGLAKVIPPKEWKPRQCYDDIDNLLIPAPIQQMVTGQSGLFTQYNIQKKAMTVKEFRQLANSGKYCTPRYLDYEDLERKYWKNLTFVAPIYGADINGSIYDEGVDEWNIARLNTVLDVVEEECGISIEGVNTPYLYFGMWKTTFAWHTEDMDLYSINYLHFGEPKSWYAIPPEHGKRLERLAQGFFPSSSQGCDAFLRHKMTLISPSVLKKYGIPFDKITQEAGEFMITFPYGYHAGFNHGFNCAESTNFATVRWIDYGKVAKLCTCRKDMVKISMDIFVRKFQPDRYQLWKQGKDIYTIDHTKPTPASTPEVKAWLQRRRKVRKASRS
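Assay system: GST-GASC-1 enzyme fragment 2-372 | Amount: 10 nM enzyme | Medium: HEPES buffer, pH 7.5, plus ascorbate | Reagent: H3K9me3 peptide substrate, Fe(II), 2-oxoglutarate | Doses: Single-point compound screen | Incubation: 30 min demethylation and 1 h detection at room temperature | Measured by: LANCE TR-FRET, excitation 340 nm, emissions 618 and 671 nm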
T cruzi growth = T. cruzi proliferation inhibition | T. cruzi beta-gal in NIH3T3, GalScreen luminescence, 90 h | inhibition, % at 8.34 µM | actives 5.9% (n = 77,000);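 active means mean inhibition above about 93%, with at least 55% of replicates each passing it, limit read from the data, passing the limit was not always enough; inconclusive means only one of those two conditions holds; inactive means neither condition holds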
C diff HTS = blocks growth of Clostridium difficile. Clostridium difficile clinical isolate growth, OD600, 24 h; active compounds read low. AID 1259249. actives 0.25% (n = 86,000). growth activity, negative = inhibition, % at 16 µg/mL (by protocol);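 active means mean growth activity at or below -80% and every replicate also at or below -80%; inconclusive means mean at or below -80% but some replicate above -80%; inactive means mean growth activity above -80%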;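 further: 0% = DMSO wells and -100% = levofloxacin 16 µg/mL wells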
Pf Dd2 inh = inhibitors of Plasmodium falciparum Dd2 growth. activity change, % at 10 µM. AID 1159554. P. falciparum Dd2 growth, SYBR Green, 72 h; active compounds read low. actives 2.3% (n = 94,000); in the data active means activity change below about -80%; inconclusive means no clear call, values can overlap the other calls
An asterisk follows results filed as active; ? = inconclusive; . = no result given; & = joins results of further samples.

Screens in order: GASC1 inh, Pf Dd2 inh, T cruzi growth, C diff HTS
COc1ccc(S(=O)(=O)N(C)C[C@@H]2Oc3ccc(NC(=O)C4CC4)cc3CC(=O)N([C@@H](C)CO)C[C@@H]2C)cc1
→ 0.2, -53, 28, -3
CO[C@H]1CN(C)C(=O)c2cc(NC(=O)c3ccc4c(c3)OCO4)ccc2OC[C@H](C)N(CCC(F)(F)F)C[C@@H]1C
→ -1.0, -52, ., 2
C[C@H](CO)N1C[C@H](C)[C@@H](CN(C)C(=O)Cc2ccccc2)OCCCC[C@H](C)Oc2ccc(N(C)C)cc2C1=O
→ 4.4, 1, 29, -2
C[C@@H]1CN([C@H](C)CO)S(=O)(=O)c2ccc(C3=CCCCC3)cc2O[C@@H]1CN(C)C(=O)CC1CC1
→ 0.4, 2, 44, 6
CCC(=O)N1CC2(CCN(Cc3cccnc3)CC2)c2c(n(C)c3cc(OC)ccc23)[C@@H]1CO
→ 4.7, -59, ., -6
Cc1ccc(S(=O)(=O)N(C)C[C@H]2OCc3cnnn3CCCC(=O)N([C@@H](C)CO)C[C@H]2C)cc1
→ 1.1, -7&-15, -13&-23, -2
C[C@H]1CN([C@@H](C)CO)S(=O)(=O)c2ccc(-c3ccc(C(=O)N(C)C)cc3)cc2O[C@@H]1CN(C)C
→ 1.4, -13, -25, -3
C[C@@H]1CN([C@@H](C)CO)C(=O)Cc2cc(NC(=O)Cn3cnnn3)ccc2O[C@@H]1CN(C)CC1CCCCC1
→ 0.4, -11, -37, -11
C[C@H]1CN([C@@H](C)CO)C(=O)c2cccc(NS(=O)(=O)c3ccccc3)c2O[C@@H]1CN(C)C(=O)Nc1ccc(C(F)(F)F)cc1
→ -0.1, 10, 63, 4
O=C(C[C@@H]1CC[C@H]2[C@@H](COC[C@H](O)CN2Cc2ccc(Cl)cc2)O1)NCCc1ccccc1
→ -1.8, ., 43, 89&-8
Cc1noc(C)c1NC(=O)N[C@H]1CC[C@H](CC(=O)NCCCN(C)C)O[C@@H]1CO
→ 0.7, 10, 45, .
C/C=C/c1cnc2c(c1)C(=O)N([C@H](C)CO)C[C@@H](C)[C@@H](CN(C)Cc1cccc(C(=O)O)c1)O2
→ 1.5, -23, ., 9
C[C@@H]1CCCCO[C@H](CN(C)C(=O)NC2CCCCC2)[C@H](C)CN([C@H](C)CO)C(=O)c2cc(NS(C)(=O)=O)ccc2O1
→ -0.5, 13, 17, .
CN(C)C(=O)C[C@@H]1CC[C@@H]2[C@H](COC[C@@H](O)CN2CC2CCOCC2)O1
→ 1.9, -7, 15, .
C[C@H](CO)N1C[C@H](C)[C@H](CN(C)S(=O)(=O)c2cccs2)Oc2ccc(NC(=O)NC3CCCCC3)cc2CC1=O
→ -1.3, -20, -28, 2
O=C(C[C@@H]1CC[C@H](NC(=O)Nc2ccccc2F)[C@@H](CO)O1)NCc1ccccc1
→ ?, -12, -7, -12
COc1ccc(-c2ccc3c(c2)[C@H]2[C@H](CCN2C(=O)Cc2ccccc2)[C@H](CO)N3C)cc1
→ 1.4, -39, 25, -3
COc1ccccc1-c1ccccc1[C@@H]1[C@@H](CO)N(C(=O)CN(C)C)[C@H]1C#N
→ -0.5, -6, ., 0
C[C@@H]1CN([C@H](C)CO)C(=O)c2cc(NC(=O)NC3CCCCC3)ccc2O[C@@H](C)CCCCO[C@@H]1CN(C)Cc1ccncc1
→ 1.5, -21, 93, 0
CCCN(C)C[C@H]1OCCCC[C@H](C)Oc2ccc(NC(=O)Nc3ccc(F)cc3)cc2C(=O)N([C@@H](C)CO)C[C@H]1C
→ 0.8, -76, -21, 14

Reformatted in markdown: entries from further up
| Compound | GASC1 inh | Pf Dd2 inh | T cruzi growth | C diff HTS |
| --- | --- | --- | --- | --- |
| CN(C)C(=O)C[C@@H]1CC[C@@H]2[C@H](COC[C@@H](O)CN2CC2CCOCC2)O1 | 1.9 | -7 | 15 | . |
| C[C@H](CO)N1C[C@H](C)[C@H](CN(C)S(=O)(=O)c2cccs2)Oc2ccc(NC(=O)NC3CCCCC3)cc2CC1=O | -1.3 | -20 | -28 | 2 |
| O=C(C[C@@H]1CC[C@H](NC(=O)Nc2ccccc2F)[C@@H](CO)O1)NCc1ccccc1 | ? | -12 | -7 | -12 |

Returning to the listing with the four entries that preceded the break.
Screens in order: GASC1 inh, Pf Dd2 inh, T cruzi growth, C diff HTS
COc1ccc(-c2ccc3c(c2)[C@H]2[C@H](CCN2C(=O)Cc2ccccc2)[C@H](CO)N3C)cc1
→ 1.4, -39, 25, -3
COc1ccccc1-c1ccccc1[C@@H]1[C@@H](CO)N(C(=O)CN(C)C)[C@H]1C#N
→ -0.5, -6, ., 0
C[C@@H]1CN([C@H](C)CO)C(=O)c2cc(NC(=O)NC3CCCCC3)ccc2O[C@@H](C)CCCCO[C@@H]1CN(C)Cc1ccncc1
→ 1.5, -21, 93, 0
CCCN(C)C[C@H]1OCCCC[C@H](C)Oc2ccc(NC(=O)Nc3ccc(F)cc3)cc2C(=O)N([C@@H](C)CO)C[C@H]1C
→ 0.8, -76, -21, 14
CC=Cc1ccc2n(c1=O)C[C@@H]1[C@@H](CO)[C@H](C(=O)N[C@H](C)c3ccccc3)[C@H]2N1Cc1ccccc1 (mixture of isomers)
→ -2.1, -2, ., -3
CCCNC(=O)[C@@H]1[C@@H](CO)[C@@H]2Cn3c(ccc(-c4cccnc4)c3=O)[C@H]1N2C(=O)Nc1ccccc1
→ 0.2, 4, 4, -2
C[C@H](CO)N1C[C@H](C)[C@H](CN(C)Cc2ccccc2)Oc2cc(C3=CCCCC3)ccc2S1(=O)=O
→ -1.4, -9, ?, .
CN(C)C(=O)c1ccc(-c2ccccc2[C@@H]2[C@@H](CO)N(C(=O)C3CC3)[C@H]2C#N)cc1
→ -1.1, 5, ., -1
CC(=O)N[C@H]1CC[C@H](CCNC(=O)C2CCCCC2)O[C@@H]1CO
→ 7.8, -15, ., -6
Cc1ccc(S(=O)(=O)N(C)C[C@H]2Oc3c(NC(=O)C4CCOCC4)cccc3C(=O)N([C@H](C)CO)C[C@H]2C)cc1
→ 0.2, -2, 11, -3
O=C(Cc1ccccn1)N[C@H]1C=C[C@H](CC(=O)N2CCCCC2)O[C@H]1CO
→ 1.0, -16, -11, 4
CC(C)NC(=O)N1[C@H](C#N)[C@@H](c2ccc(-c3ccc(F)cc3)cc2)[C@H]1CO
→ 1.2, 17, 35, -17
COCCNC(=O)C[C@@H]1C[C@H]2c3cc(NC(=O)COC)ccc3O[C@H]2[C@H](CO)O1
→ 3.0, 7, 17, -3
C[C@H]1CN([C@@H](C)CO)C(=O)c2cccc(NS(C)(=O)=O)c2O[C@H]1CN(C)Cc1ccc(Cl)c(Cl)c1
→ 1.6, -15, 52, 4
C[C@@H]1CN([C@@H](C)CO)C(=O)c2cc(C#Cc3cccnc3)cnc2O[C@@H]1CN(C)C(=O)CC1CC1
→ -0.7, -61, 90, -9
C[C@H](CO)N1C[C@H](C)[C@H](CN(C)S(=O)(=O)c2ccc(F)cc2)Oc2ncc(C#CCN(C)C)cc2C1=O
→ 4.2, -8, ., -2
COc1cccc(-c2cccc(-c3nc(C(=O)O)cc4c3[C@H](CCO)N(S(=O)C(C)(C)C)C4)c2)c1 (some centres not stated)
→ 9.8, 58, 30, .
Cc1ccc(S(=O)(=O)N[C@H]2C=C[C@H](CC(=O)NC3CCCCC3)O[C@H]2CO)cc1
→ 1.4, -7, 22, -5
C[C@H]1CN([C@@H](C)CO)C(=O)c2cc(C#CC3CC3)cnc2O[C@@H]1CN(C)C(=O)CC1CC1
→ -0.7, 3, 20, -2
C[C@@H]1CN([C@H](C)CO)C(=O)Cc2cc(NC(=O)CCC(F)(F)F)ccc2O[C@@H]1CN(C)Cc1ccccc1
→ 2.4, -20, 55, -1
O=C(C[C@H]1CC[C@@H](NC(=O)Nc2cc(F)ccc2F)[C@H](CO)O1)NCCCN1CCOCC1
→ 0.7, 16, ., -4
COc1ccc(S(=O)(=O)N(C)C[C@@H]2Oc3ccc(NC(=O)Nc4ccc(F)cc4)cc3CC(=O)N([C@@H](C)CO)C[C@@H]2C)cc1
→ 0.4, -34, 18, -7
O=C(C[C@@H]1C[C@H]2c3cc(NC(=O)C4CCC4)ccc3O[C@H]2[C@H](CO)O1)NCc1ccccn1
→ -0.2, 21, -4, -10
CCCNC(=O)C[C@H]1CC[C@H]2[C@H](COc3ccc(NC(=O)c4ccc(OC)cc4)cc3C(=O)N2C)O1
→ -0.2, 0, 57, -1
CCCC#Cc1cnc2c(c1)C(=O)N([C@H](C)CO)C[C@@H](C)[C@H](CN(C)C(=O)CCN1CCCCC1)O2
→ 0.3, -8, ., 4
C[C@@H]1CN([C@H](C)CO)C(=O)Cc2cc(NS(=O)(=O)c3ccccc3)ccc2O[C@@H]1CN(C)S(=O)(=O)c1ccc(Cl)cc1
→ -0.4, -7, 58, 43
Cc1cccc(S(=O)(=O)N2CCCCN3[C@H](CO)[C@H](c4ccc(C#CC(C)C)cc4)[C@@H]3C2)c1
→ -0.9, -35, 97*, -4
C[C@@H]1CCCCO[C@H](CN(C)C(=O)CCC(F)(F)F)[C@H](C)CN([C@@H](C)CO)C(=O)c2cc(NS(=O)(=O)c3cn(C)cn3)ccc2O1
→ -0.4, 20, 57, 2
O=C(NC1CCCC1)[C@@H]1[C@@H](CO)[C@@H]2Cn3c(ccc(-c4cccc(F)c4)c3=O)[C@H]1N2
→ -1.9, -13, 15, -6
O=C(C[C@H]1C[C@@H]2c3cc(NC(=O)C4CCOCC4)ccc3O[C@@H]2[C@H](CO)O1)NCc1ccccc1
→ -0.7, -6, -13, -7
C[C@@H]1CN([C@H](C)CO)S(=O)(=O)c2ccc(C#CC3CCCC3)cc2O[C@H]1CN(C)C(=O)Cc1ccccc1
→ 1.2, ?, 113*, -11&1
O=C(Nc1nccs1)[C@H]1[C@H](CO)[C@H]2Cn3c(ccc(-c4ccccc4)c3=O)[C@H]2N1CC1CCCC1
→ -0.3, -22, 98*, 15
O=C(C1CCOCC1)N1CC(=O)N2[C@H](CO)[C@@H](c3ccc(-c4ccccc4F)cc3)[C@H]2C1
→ -0.2, 13, ., -5
COc1ccc(NC(=O)N(C)C[C@@H]2OCCCC[C@@H](C)Oc3ccc(NC(=O)Nc4cccc5ccccc45)cc3C(=O)N([C@@H](C)CO)C[C@@H]2C)cc1
→ -0.3, -75, -7, 5
C[C@@H]1CN([C@H](C)CO)C(=O)c2cc(NC(=O)CCN3CCOCC3)ccc2O[C@H]1CN(C)C(=O)Nc1ccccc1
→ 3.9, 14, ., 3&-5
O=C(C[C@H]1C=C[C@H](NC(=O)C2CC2)[C@@H](CO)O1)NC1CCC1
→ 5.7, 11, -22, .
COc1ccc(S(=O)(=O)Nc2ccc3c(c2)C(=O)N([C@@H](C)CO)C[C@@H](C)[C@@H](CN(C)C(=O)Nc2ccc4c(c2)OCO4)OCCCC[C@H](C)O3)cc1
→ 1.6, -51, 35, 1
CC(C)NC(=O)N(C)C[C@H]1Oc2cc(C#CC3CC3)ccc2S(=O)(=O)N([C@@H](C)CO)C[C@@H]1C
→ -1.2, -39, 71, 9
C[C@@H]1CN([C@@H](C)CO)C(=O)c2cc(-c3cccc(C#N)c3)cnc2O[C@H]1CN(C)C(=O)C1CCC1
→ -1.1, 16, -76, -1
C[C@@H]1CN([C@H](C)CO)C(=O)c2cc(/C=C/c3ccccc3)cnc2O[C@H]1CN(C)C(=O)c1ccc2c(c1)OCO2
→ -0.7, -51, ., 4
COc1ccc(C#Cc2ccc3c(c2)O[C@@H](CN(C)C(=O)CN2CCOCC2)[C@H](C)CN([C@H](C)CO)S3(=O)=O)cc1
→ -4.4, -28, ., 0
COc1ccccc1NC(=O)N1CC(=O)N2[C@H](CO)[C@@H](c3ccc(-c4ccc(F)cc4)cc3)[C@@H]2C1
→ 0.1, -31, ., -2
C[C@@H]1CN([C@H](C)CO)C(=O)c2cc(C3=CCCCC3)cnc2O[C@@H]1CN(C)Cc1cccc(F)c1
→ 0.9, -7, 93, 11
O=C(C1CCCC1)N1CC(=O)N2[C@@H](CO)[C@H](c3ccc(C#CC4CCCC4)cc3)[C@@H]2C1
→ 0.1, -3, ., 27
C[C@H](CO)N1C[C@H](C)[C@H](CN(C)C(=O)NC2CCCCC2)OCCCC[C@H](C)Oc2ccc(NC(=O)Cc3ccccc3)cc2C1=O
→ -2.3, -68, 72, -5
C[C@@H]1CN([C@@H](C)CO)C(=O)c2cc(C#CC3CC3)cnc2O[C@@H]1CN(C)Cc1ccccc1C(=O)O
→ 1.0, -20, 34, 0
O=C(Nc1ccccc1)N1CC(=O)N2[C@H](CO)[C@H](c3ccc(C#Cc4cccnc4)cc3)[C@@H]2C1
→ -0.7, 5, ., 0
C[C@H]1CN([C@@H](C)CO)C(=O)c2ccccc2-c2ccccc2CO[C@H]1CN(C)S(=O)(=O)c1cccs1
→ 1.7, -18, 65, -2

From PubChem

Compounds as they come, and some 6.7% of all compounds hit somewhere here.
